Screening data deposited in PubChem BioAssay by several laboratories.
HSF-1 act = increases HSF-1 driven luciferase reporter signal | NIH3T3-HGL HSF-1 luciferase reporter, MG132, 8 h; 100% = twice DMSO control signal | activation, % at 9 µM | 300,000 tested, 1.7% active;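 active means mean replicate activation of at least 50% with a set share of replicates each reaching 50%; inconclusive means only one of those two conditions met; inactive means mean below 50% and too few replicates reaching it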;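 further: 0% = median of the neutral control wells and 100% = twice that signal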
GSK3B inh = blocks human GSK3beta kinase activity. P49841. GST-GSK3beta kinase, ADP-Glo luminescence, 60 min; stronger effect = lower value. activity score (negative = inhibition), % at 10 µM. 300,000 tested, 0.038% active;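 active means more than half of replicate wells score below -50%, meaning over 50% inhibition versus plate controls; inconclusive means some replicates but at most half score below -50%; inactive means no replicate scores below -50%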;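 further: 0% = median DMSO wells and -100% = median GW8510 positive control wells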
Target sequence (P49841 whole entry, looked up): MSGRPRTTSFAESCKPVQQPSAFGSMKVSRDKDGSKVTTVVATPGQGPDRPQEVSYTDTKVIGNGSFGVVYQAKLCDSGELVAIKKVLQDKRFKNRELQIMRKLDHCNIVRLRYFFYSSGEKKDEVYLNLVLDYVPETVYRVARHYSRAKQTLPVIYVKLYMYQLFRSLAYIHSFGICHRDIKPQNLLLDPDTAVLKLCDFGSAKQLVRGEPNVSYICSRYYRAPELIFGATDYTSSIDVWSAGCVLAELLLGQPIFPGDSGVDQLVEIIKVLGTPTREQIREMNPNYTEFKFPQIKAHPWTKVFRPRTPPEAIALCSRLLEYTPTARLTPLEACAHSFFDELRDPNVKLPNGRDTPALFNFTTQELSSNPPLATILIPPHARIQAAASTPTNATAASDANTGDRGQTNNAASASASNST
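Test system – GST-tagged human GSK3beta kinase, cell-free · Incubation – 60 min enzyme reaction, room temperature · Signal – ADP-Glo luminescence · Also added – peptide substrate and ATP at 25 µM · Controls – DMSO neutral wells and GW8510 at 20 µM as positive · Buffer or medium – Tris/MgCl2 kinase buffer · Measure – Luminescence-derived activity versus plate DMSO and GW8510 wells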
GSK3A inh = human GSK-3 alpha kinase inhibition. 320,000 tested, 0.1% active. ADP-Glo luminescence, 60 min. AID 2650. inhibition, % at 10 µM;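 in the data active means inhibition above about 50%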;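 further: GST-tagged GSK-3 alpha with peptide substrate and 25 µM ATP; 0% = DMSO neutral wells and 100% = GW8510 positive control wells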
Target sequence (P49840 whole entry, looked up): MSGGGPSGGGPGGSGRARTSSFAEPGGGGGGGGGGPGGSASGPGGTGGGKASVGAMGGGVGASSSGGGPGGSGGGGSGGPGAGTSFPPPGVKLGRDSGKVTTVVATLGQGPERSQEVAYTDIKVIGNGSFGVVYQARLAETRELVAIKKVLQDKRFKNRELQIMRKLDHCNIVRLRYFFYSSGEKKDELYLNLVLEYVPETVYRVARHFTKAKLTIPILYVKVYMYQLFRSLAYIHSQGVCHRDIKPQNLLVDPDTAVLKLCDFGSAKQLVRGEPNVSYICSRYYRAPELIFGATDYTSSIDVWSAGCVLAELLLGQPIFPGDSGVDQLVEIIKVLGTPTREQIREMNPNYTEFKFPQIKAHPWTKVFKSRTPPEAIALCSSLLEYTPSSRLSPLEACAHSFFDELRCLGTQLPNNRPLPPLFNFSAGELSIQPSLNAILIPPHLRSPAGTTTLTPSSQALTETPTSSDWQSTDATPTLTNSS
Dyrk1A ADPGlo = Dyrk1A (rat) kinase inhibition | Q63470 | ADP-Glo luminescence, NFATc1 peptide | inhibition, % at 12.5 µM | 310,000 tested, 0.43% active; in the data active means inhibition above about 50%;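 further: plate controls were vehicle with enzyme for no effect and no enzyme for full effect; many of its hits are not listed in these tables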
IEC-6 tox = kills IEC-6 intestinal cells in KLF5 counter-screen; AID 1825; inhibition, % at 5 µM; IEC-6 cytotoxicity, luminescence viability; 290,000 tested, 0.78% active; in the data active means inhibition above about 22%;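 further: 0% = plate median of test compound wells and 100% = cytotoxic reference compound wells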
Platelet DG rel = modulates dense granule release in human platelets. inhibition, %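 (compounds screened at 7.5 µM in platelet-rich plasma)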. AID 1663. 300,000 tested, 0.22% active. human platelet-rich plasma, SFLLRN dense granule ATP release, luminescence;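 active means mean replicate score, as percent of positive control, at or above 50; inconclusive means mean below 50 but at least one replicate at or above 50; inactive means mean and every replicate below 50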
HSP90 inh = HSP90 refolding inhibition in rabbit reticulocyte lysate; luciferase refolding luminescence, 3 h; inhibition, % at 5.6 µM; 290,000 tested, 0.91% active; AID 1789;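 active means inhibition above the screen-wide mean plus 3 SD, computed separately per campaign, cut at about 16% in these data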;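 further: 0% = DMSO wells and 100% = 60 µM geldanamycin wells; inhibitors lower the luminescence because luciferase stays unfolded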
KLF5 inh = suppresses KLF5 promoter-driven expression; 290,000 tested, 0.23% active; DLD-1 KLF5 promoter-luciferase reporter, luminescence; inhibition, % at 5 µM;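 active means inhibition above a per-plate limit of that plate's mean compound inhibition plus 3 SD, cut at about 60% in these data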;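 further: 0% = DMSO wells and 100% = LY294002 at 200 µM; higher means less KLF5 promoter-driven luciferase light; inactives centre near -14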
HSF1 inhib = HSF1 inhibition. NIH3T3-HGL HSE-luciferase, MG132-induced, luminescence 8 h; stronger effect = lower value. activity change, negative = inhibition, % at 7.5 µM (by protocol). 300,000 tested, 0.77% active. AID 2098;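 active means more than half of replicate wells show activity change below -50%, luminescence cut by over half; inconclusive means some wells, but at most half, below -50%; inactive means no replicate well below -50%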;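 further: luciferase reports HSF-1 transcriptional activity via heat shock element; 0% = median of DMSO wells and -100% = zero luminescence signal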
aSyn UTR inh = MLPCN primary screen, SNCA 5' untranslated region; alpha-synuclein 5'UTR reporter, inhibitor activity; inhibition, % (tested at 7.5 µM); 300,000 tested, 0.82% active; in the data active means inhibition above about 60%; inconclusive means no clear call, values can overlap the other calls;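 further: H4 neuroglioblastoma cells stably carrying SNCA 5'UTR luciferase fusion; 0% = DMSO wells and 100% = positive control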
Starred values were filed as active, the others as inactive; u = inconclusive; x = no result given. Some of the compounds tested; rates above refer to the full screens.

smiles | HSF-1 act | GSK3B inh | GSK3A inh | Dyrk1A ADPGlo | IEC-6 tox | Platelet DG rel | HSP90 inh | KLF5 inh | HSF1 inhib | aSyn UTR inh
Cc1ccc(C)n1C(Cc1ccccc1)C(=O)O (stereo unspecified) | -6 | 1 | x | x | -5 | -3 | -4 | -4 | -11 | 13
Cc1ccc(NC(=O)COc2ccc(Br)cn2)cc1 | 1 | -1 | -3 | -4 | 1 | 1 | 3 | 5 | -6 | 6
Clc1ccc(OCc2nn3c(C4CCCCC4)nnc3s2)c(Cl)c1 | x | -2 | -2 | -4 | 2 | -12 | -2 | -19 | x | -5
COc1ccccc1C1(O)CCN(CC(=O)Nc2nc(-c3ccccc3)cs2)CC1 | -14 | -1 | -5 | -3 | -8 | 0 | -4 | -80 | -9 | 12
C[C@H](NC(=O)c1ccccc1)C(=O)N1CCN(c2ccccc2)CC1 | 4 | -6 | -1 | -3 | -1 | 0 | 0 | 18 | 1 | -3
CC(C)C(=O)NN(C(=O)C(C)C)c1nc2ccccc2s1 | -4 | 2 | 1 | x | 2 | 4 | 6 | 8 | -1 | -48
COC(=O)[C@]1(C)CCC[C@@]2(C)C3CC[C@@]4(C)C[C@]3(CC[C@H]12)C[C@H]4O (stereo partly specified) | -5 | 1 | -1 | 1 | -4 | -1 | -4 | -39 | 1 | -6
COc1ccc(C2NC(C(=O)O)Cc3c2[nH]c2ccccc32)cc1CN1CCN(c2ccc(F)cc2)CC1 (stereo unspecified) | 9 | 6 | -1 | -3 | 3 | -12 | 3 | -22 | -1 | -21
COC(C[C@@H](O)CC(=O)[C@@H](C)OCc1ccccc1)OC | 1 | 3 | x | 39 | x | -1 | x | x | -5 | 2
COc1ccc(CC(=O)NC(C)c2nnc(SCC(=O)c3ccc(Br)cc3)n2C)cc1 (stereo unspecified) | x | 1 | -3 | 5 | -6 | -6 | 0 | -11 | x | x
C=C(C)c1cccc(C(C)(C)NC(=O)N2CCN(CC)CC2)c1 | 23 | -1 | -1 | -9 | -4 | -1 | -2 | -14 | 5 | -10
Cc1ccc(C(=O)CSc2cc(C)[nH]c(=O)n2)cc1 | 21 | 0 | -12 | 0 | -3 | 2 | 5 | -131 | 11 | -34
Cn1c(SCc2nc(-c3ccc(Cl)cc3)no2)nnc1-c1ccccc1 | 15 | -2 | 1 | 2 | -1 | -1 | -3 | 1 | -4 | -58
COc1ccc(CN2CCN(C(=O)c3cccc(OC)c3OC)CC2)cc1OC | -5 | 1 | -5 | -1 | 1 | 12 | 0 | -2 | -2 | -2
CC(C)NC(=O)CN1CCN(Cc2nc(C(c3ccccc3)c3ccccc3)no2)CC1 | 3 | -3 | 0 | 3 | -6 | -2 | 1 | -56 | -3 | -13
O=C(Nc1ccc(F)cc1F)N1CCCCC1c1cccnc1 (stereo unspecified) | -23 | 0 | 3 | -5 | -2 | 7 | 0 | -19 | -6 | -21
COc1ccc(OCC(=O)Nc2nccs2)cc1 | 18 | -10 | 11 | x | -7 | 22 | 31* | -63 | -2 | 16
CCOC(=O)c1cnn2c1[nH]c(=O)c1ccccc12 | x | x | 0 | -1 | 3 | x | 2 | -42 | x | x
Nc1nc(CSC(=S)N2CCN(c3ccccc3)CC2)nc(Nc2ccccc2)n1 | -19 | -2 | -1 | -12 | 9 | -7 | 4 | -9 | 3 | 3
Cc1cc(N2CCN(C(=O)c3cccs3)CC2)c(F)cc1[N+](=O)[O-] | 11 | -21 | 3 | x | 2 | 0 | 1 | 0 | 2 | -4
Fc1ccc(-[n+]2nc(Nc3ccccc3)sc2-c2c(Cl)cccc2Cl)cc1 | 5 | 2 | 0 | -8 | 2 | 4 | 2 | -15 | -1 | -15
CN(C)/C=C1\N=C(c2ccc3c(c2)OCO3)OC1=O | 0 | -2 | 2 | 12 | 3 | 14 | 1 | -8 | 6 | -116
O=S(=O)(NCc1cc(-c2ccc(Cl)cc2)no1)c1ccc(Cl)cc1 | 1 | 2 | -2 | 3 | -3 | -3 | 1 | 18 | 5 | 16
COc1ccc(/C=C2\CCCc3c2nc2ccccc2c3C(=O)OCC(=O)c2c(N)n(C)c(=O)n(C)c2=O)cc1 | 1 | 3 | x | x | 2 | -3 | 3 | -13 | -5 | -23

One compound at a time, from the list above.
`Cc1cc(N2CCN(C(=O)c3cccs3)CC2)c(F)cc1[N+](=O)[O-]` is listed with HSF-1 act = 11; GSK3B inh = -21; GSK3A inh = 3; Dyrk1A ADPGlo = x; IEC-6 tox = 2; Platelet DG rel = 0; HSP90 inh = 1; KLF5 inh = 0; HSF1 inhib = 2; aSyn UTR inh = -4
`CCOC(=O)c1cnn2c1[nH]c(=O)c1ccccc12` is listed with HSF-1 act = x; GSK3B inh = x; GSK3A inh = 0; Dyrk1A ADPGlo = -1; IEC-6 tox = 3; Platelet DG rel = x; HSP90 inh = 2; KLF5 inh = -42; HSF1 inhib = x; aSyn UTR inh = x

The list continues:
smiles | HSF-1 act | GSK3B inh | GSK3A inh | Dyrk1A ADPGlo | IEC-6 tox | Platelet DG rel | HSP90 inh | KLF5 inh | HSF1 inhib | aSyn UTR inh
COc1ccccc1N1CCN(C(=O)c2cc(-c3ccccc3O)on2)CC1 | 37 | 3 | 0 | -2 | 3 | u | -5 | -10 | 5 | -17
Cc1ccc(-c2ccc(/C=N/NC(=O)c3ccccc3O)o2)cc1 | -5 | -1 | x | x | -5 | -3 | 22* | -52 | -16 | -48
COCCNC(=O)c1ccccc1NC(=O)c1ccccc1N(C)S(=O)(=O)c1ccccc1 | 23 | -7 | 0 | 2 | -3 | 11 | 1 | -19 | 1 | -1
COC(=O)Nc1nc2ccc(-c3n[nH]c(=O)c4ccccc34)cc2[nH]1 | -9 | 1 | 0 | -1 | -4 | -1 | 1 | -25 | -5 | -9
CCC1(c2ccc(F)cc2)NC(=O)N(CC(=O)N(C)C2CCS(=O)(=O)C2)C1=O (stereo unspecified) | -17 | 1 | -2 | -2 | x | -8 | x | x | -4 | 3
CCc1ccc(S(=O)(=O)NCCc2cn3ccc(C)cc3n2)s1 | 6 | -1 | -4 | 4 | 0 | 5 | -4 | -6 | -2 | -15
CCOc1ccc(NC(=S)NC(C)c2cccs2)cc1 (stereo unspecified) | 4 | -2 | 0 | -4 | 4 | -13 | 2 | -4 | 5 | 11
CCOC(=O)C1C(=O)C=C(c2ccc(C)cc2)CC1c1cccc([N+](=O)[O-])c1 (stereo unspecified) | 12 | 3 | -2 | -4 | -3 | 2 | 7 | -11 | 12 | 6
COc1ccc(C2(C)CC(C)(C)Nc3ccccc32)cc1 (stereo unspecified) | -17 | 3 | -2 | x | 0 | 10 | -1 | -15 | 0 | 10
CCC(=O)O[C@@H]1CC(=O)O[C@H](C)CC=CC=C[C@@H](O)[C@H](C)C[C@H](CC=O)[C@H](O[C@H]2O[C@H](C)[C@@H](O[C@H]3C[C@@](C)(O)[C@@H](OC(=O)CC)[C@H](C)O3)[C@H](N(C)C)[C@H]2O)[C@H]1OC | 19 | 4 | x | x | x | -1 | x | x | 0 | -12
CSCCC(NC(=O)c1ccccc1)C(=O)NC1CCCC1 (stereo unspecified) | 3 | 1 | -2 | x | 2 | 0 | -1 | -27 | -2 | 6
CCOC(=O)C1CCN(S(=O)(=O)c2ccc3[nH]c4c(c3c2)CCCC4)CC1 | 13 | 4 | 0 | 2 | 0 | 10 | -3 | -5 | 13 | 19

In the list so far, these contain a nitro group on carbon.
smiles | HSF-1 act | GSK3B inh | GSK3A inh | Dyrk1A ADPGlo | IEC-6 tox | Platelet DG rel | HSP90 inh | KLF5 inh | HSF1 inhib | aSyn UTR inh
Cc1cc(N2CCN(C(=O)c3cccs3)CC2)c(F)cc1[N+](=O)[O-] | 11 | -21 | 3 | x | 2 | 0 | 1 | 0 | 2 | -4
CCOC(=O)C1C(=O)C=C(c2ccc(C)cc2)CC1c1cccc([N+](=O)[O-])c1 (stereo unspecified) | 12 | 3 | -2 | -4 | -3 | 2 | 7 | -11 | 12 | 6

A few values from the entries so far.
CCOc1ccc(NC(=S)NC(C)c2cccs2)cc1 (stereo unspecified) – KLF5 inh = -4
CCC(=O)O[C@@H]1CC(=O)O[C@H](C)CC=CC=C[C@@H](O)[C@H](C)C[C@H](CC=O)[C@H](O[C@H]2O[C@H](C)[C@@H](O[C@H]3C[C@@](C)(O)[C@@H](OC(=O)CC)[C@H](C)O3)[C@H](N(C)C)[C@H]2O)[C@H]1OC – GSK3B inh = 4

More results follow.
smiles | HSF-1 act | GSK3B inh | GSK3A inh | Dyrk1A ADPGlo | IEC-6 tox | Platelet DG rel | HSP90 inh | KLF5 inh | HSF1 inhib | aSyn UTR inh
Cn1nc(C(F)(F)F)c(/C=N/OCc2c(Cl)cccc2Cl)c1Cl | 2 | 2 | -2 | -3 | -5 | -1 | -4 | 13 | -4 | 26
O=C(c1cccc([N+](=O)[O-])c1)N1CCOCC1 | -5 | 2 | -1 | 0 | 6 | -2 | 0 | -8 | -4 | 9
COC(=O)CSc1ncnc2c1sc1nc(N3CCOCC3)c3c(c12)CCCC3 | -28 | -27 | 1 | 2 | -4 | 0 | -3 | 7 | -11 | 3
COc1cccc(C2/C(=C(/O)c3cnn(-c4ccccc4)c3C)C(=O)C(=O)N2CCN(C)C)c1OC (stereo unspecified) | -3 | -2 | 0 | 7 | -3 | 3 | 3 | -22 | 0 | 4
CC1CCC2C(=O)N(c3ccc(NC4CCN(Cc5ccccc5)CC4)c([N+](=O)[O-])c3)C(=O)C2C1 (stereo unspecified) | 18 | 2 | -3 | -2 | 2 | 0 | -1 | 6 | 12 | 15
COc1cc(-c2nn3c(-c4ccccn4)nnc3s2)cc(OC)c1OC | -5 | 1 | x | x | 4 | -4 | -1 | -1 | -2 | 16
CCCOc1ccc(Oc2ccc(S(=O)(=O)N3CCN(C)CC3)cn2)cc1 | 1 | -3 | -3 | 4 | x | -5 | x | x | 3 | 0
O=C(Nc1ccc2[nH]ncc2c1)C1CCC1 | 6 | -7 | 15 | 43 | -4 | 1 | -2 | -28 | -4 | -4
CCC(CC)C(=O)NC12CC3CC(CC(C3)C1)C2 | -8 | 1 | -3 | -3 | 4 | 0 | 4 | -31 | -1 | 3
Cc1ccc(C2C(C#N)=C(N)N(c3ncn[nH]3)C3=C2C(=O)CC(C)(C)C3)cc1 (stereo unspecified) | -41 | 1 | 4 | -1 | 4 | -2 | 5 | -12 | -29 | -5
CCC1(c2ccccc2)NC(=O)N(CC(=O)NCc2ccncc2)C1=O (stereo unspecified) | 1 | 2 | -3 | 0 | 0 | -10 | -2 | 5 | 8 | -21
